TRPC4 potent – TRPC4 (mouse) allosteric potentiation; Q9QUQ5; HEK293 TRPC4beta/mu-opioid, DAMGO EC20, Fluo-4 Ca2+ flux; hits give high values; B-score at 10 µM; hit rate 0.42% among 310,000; AID 2227;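 active = B-score of calcium response area above 5 SD of library B-scores, with initial fluorescence ratio within 5 SD of library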;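 also: B-score of integrated fluorescence ratio over time as area under calcium response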
TMEM16A act – activates or potentiates the mouse TMEM16A chloride channel; AID 623877; Q8BHY3; B-score at 10 µM; HEK293 TMEM16A/YFP-H148Q/I152L, iodide quench fluorescence; hits give low values; hit rate 0.3% among 340,000;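 active = fluorescence-ratio B-score plate-corrected deviation score at least 3 library SD below zero, with starting fluorescence score within 5 deviations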;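 also: channel opened by trigger with iodide after compound preincubation; score built on the fluorescence ratio of max minus min over baseline; more negative score means more quench and so TMEM16A activation or potentiation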
TRPC6 act – mouse TRPC6 channel activation. Q61143. hit rate 0.13% among 310,000. HEK293-TRPC6 membrane potential dye fluorescence; hits give high values. B-score at 10 µM;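 active = B-score of the integrated fluorescence ratio above library mean plus 3 SD, and starting fluorescence ratio within library mean plus 5 SD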;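 also: higher score means more depolarization so channel activation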
Target sequence (Q61143 whole entry, looked up): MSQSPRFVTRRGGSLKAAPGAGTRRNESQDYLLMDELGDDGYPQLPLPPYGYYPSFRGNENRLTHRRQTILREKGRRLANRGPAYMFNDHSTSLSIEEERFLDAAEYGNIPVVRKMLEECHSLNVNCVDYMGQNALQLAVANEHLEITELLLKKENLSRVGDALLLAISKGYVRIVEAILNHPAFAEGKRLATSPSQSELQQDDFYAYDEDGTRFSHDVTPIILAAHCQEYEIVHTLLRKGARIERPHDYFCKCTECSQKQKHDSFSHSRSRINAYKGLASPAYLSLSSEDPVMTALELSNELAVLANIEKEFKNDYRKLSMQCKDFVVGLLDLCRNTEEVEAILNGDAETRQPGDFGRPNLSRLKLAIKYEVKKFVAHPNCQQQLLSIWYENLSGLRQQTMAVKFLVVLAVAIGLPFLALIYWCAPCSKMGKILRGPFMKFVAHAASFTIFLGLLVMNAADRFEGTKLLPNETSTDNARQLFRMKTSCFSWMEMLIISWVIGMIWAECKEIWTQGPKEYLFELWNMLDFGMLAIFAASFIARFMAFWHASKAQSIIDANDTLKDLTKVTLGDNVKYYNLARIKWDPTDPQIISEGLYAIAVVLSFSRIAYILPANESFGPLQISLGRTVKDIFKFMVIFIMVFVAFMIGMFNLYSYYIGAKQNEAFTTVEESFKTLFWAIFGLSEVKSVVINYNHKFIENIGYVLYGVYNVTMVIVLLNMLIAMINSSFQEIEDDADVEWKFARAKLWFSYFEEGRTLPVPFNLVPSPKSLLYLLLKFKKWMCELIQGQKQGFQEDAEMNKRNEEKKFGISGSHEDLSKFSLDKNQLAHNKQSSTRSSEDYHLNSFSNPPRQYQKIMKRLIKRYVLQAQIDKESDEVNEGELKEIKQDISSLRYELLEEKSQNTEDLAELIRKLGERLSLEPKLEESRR
MrgX1 agonist – agonists of human MrgX1 receptor. Q96LB2. MrgX1-HEK293 cells, Fluo-4 calcium fluorescence, agonist mode; hits give high values. B-score at 10 µM. hit rate 0.44% among 310,000. AID 588627;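 active = calcium response B-score plate-corrected fluorescence ratio at least 3 library SD, with starting fluorescence B-score inside 5 SD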
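Test system: HEK293 cells stably expressing human MrgX1 receptor; Input: fifteen thousand cells per well; Dosing: compound delivered in addition one of three; Schedule: overnight seeding, then 1 h dark dye loading; Technique: Fluo-4 NW calcium fluorescence; Measure: B-scored fluorescence response ratio; Controls: positive and negative controls per plate.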
TRPC6 inh – blocks the mouse TRPC6 cation channel. HEK293-TRPC6, membrane potential dye, ACh-evoked depolarization; hits give low values. B-score at 10 µM. hit rate 1.1% among 310,000. AID 2553;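 active = B-score under library mean minus 3 SD, initial fluorescence not abnormally high, positive integrated signal ratio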;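 also: B-score derived from integrated fluorescence ratio over the kinetic read; more negative B-score means stronger inhibition of depolarization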
MrgX1 antag – antagonists of human MrgX1 receptor; Q96LB2; MRGX1-HEK293 calcium flux, Fluo-4, BAM8-22 antagonism; hits give low values; B-score at 10 µM; hit rate 1.3% among 310,000; AID 588676;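 active = calcium-response B-score plate-corrected more than 3 library SD below zero, starting fluorescence within 5 deviations, no agonist response on first addition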;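 also: peak minus trough fluorescence over baseline after final BAM8-22 challenge near maximal dose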
SKKanGAS inh – SKKanGAS growth inhibition | S. pyogenes SKKanGAS, kanamycin growth, BacTiter-Glo, 6 h | inhibition, % at 7.5 µM | hit rate 1.3% among 300,000;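 active = mean replicate score, as percent of positive control median, at least 50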;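 also: strain carries kanamycin resistance gene driven by streptokinase promoter and grows in 40 µg/ml kanamycin; loss of luminescence reflects streptokinase promoter inhibition or plain growth inhibition; 0% = median of DMSO wells and 100% = positive control at its reference dose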
ANO1 block – inhibitors of mouse TMEM16A calcium-activated chloride channel. Q8BHY3. HEK293 TMEM16A/YFP iodide influx fluorescence, ionomycin. normalized B-score (activity score, 25-100; higher = stronger inhibition) at 10 µM. hit rate 1.2% among 310,000;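 active = ratio plate-corrected score three or more library SD toward inhibition, starting fluorescence score within five deviations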;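 also: score derived from kinetic fluorescence span divided by baseline fluorescence per well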
TRPC4 inh – blocks the mouse TRPC4 cation channel. Q9QUQ5. HEK293 TRPC4beta/mu-opioid, DAMGO-evoked Fluo4 calcium flux; hits give low values. B-score at 10 µM. hit rate 0.39% among 300,000. AID 2247;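 active = B-score over 3 SD under the library average, no early fluorescence shift, positive overall ratio signal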
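Test system – stable TRPC4beta/mu-opioid receptor HEK293 cells · Probe or stimulus – DAMGO, a submaximal dose followed by a maximal one · Dosing – one concentration per compound · Signal – Fluo4 calcium fluorescence by kinetic imaging, 5 s 1 Hz baseline · Evaluation – per-well B score of integrated baseline-normalized Fluo4 ratio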
MrgX1 PAM – human MrgX1 positive allosteric modulation, primary screen | MrgX1-HEK293, Fluo-4 calcium flux, FDSS; hits give high values | B-score at 10 µM | hit rate 0.63% among 310,000 | AID 588675;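 active = plate-corrected calcium response at least 3 library SD above typical, normal starting fluorescence, not activating the receptor alone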;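 also: compound read alongside a low EC10 to EC30 dose of BAM8-22 agonist; peak minus trough fluorescence over baseline measured at the second addition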
TRPC4 agonist – opens the mouse TRPC4 cation channel. Q9QUQ5. HEK293 TRPC4beta/mu-opioid, Fluo4 calcium fluorescence; hits give high values. B-score at 10 µM. hit rate 0.49% among 310,000. AID 2237;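 active = B-score above 5 SD of library B-scores, and initial fluorescence ratio not above library mean plus 5 SD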;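 also: positive B-score marks a calcium rise read as TRPC4 activation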
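Assay system – TRPC4beta and mu-opioid receptor HEK293 stable cells · Measured by – Fluo4 fluorescence, kinetic · Schedule – dye loading 45 min room temperature, 110 s kinetic read · Read-out – B-scored integrated calcium fluorescence ratio · Controls – buffer and maximal DAMGO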
* hit, by the source's call.

For O=C(ON=C1CCSCC1)c1ccccc1 the results were TRPC4 potent inactive, TMEM16A act inactive, TRPC6 act inactive, MrgX1 agonist inactive, TRPC6 inh inactive, MrgX1 antag inactive, SKKanGAS inh 6, ANO1 block inactive, TRPC4 inh inactive, MrgX1 PAM inactive and TRPC4 agonist inactive.
`CCOC(=O)CSC(CC)C(=O)Nc1nnc(C(C)C)s1` (stereo unspecified) gave TRPC4 potent inactive, TMEM16A act inactive, TRPC6 act inactive, MrgX1 agonist inactive, TRPC6 inh inactive, MrgX1 antag inactive, SKKanGAS inh -2, ANO1 block inactive, TRPC4 inh inactive, MrgX1 PAM inactive and TRPC4 agonist inactive.
c1ccc(CN2CCOCC2)cc1 was read as TRPC4 potent inactive, TMEM16A act inactive, TRPC6 act inactive, MrgX1 agonist inactive, TRPC6 inh inactive, MrgX1 antag inactive, SKKanGAS inh -6, ANO1 block inactive, TRPC4 inh inactive, MrgX1 PAM inactive and TRPC4 agonist inactive.
Screening COc1ccc(C(=O)COC(=O)c2ccc(-n3cnnn3)cc2)c(OC)c1 returned TRPC4 potent inactive, TMEM16A act inactive, TRPC6 act inactive, MrgX1 agonist inactive, TRPC6 inh inactive, MrgX1 antag inactive, SKKanGAS inh 5, ANO1 block inactive, TRPC4 inh inactive, MrgX1 PAM inactive and TRPC4 agonist inactive.
For O=C(NCC1CCCO1)C1CCC(=O)N1Cc1ccccc1Cl (stereo unspecified) the results were TRPC4 potent inactive, TMEM16A act inactive, TRPC6 act inactive, MrgX1 agonist inactive, TRPC6 inh inactive, MrgX1 antag inactive, SKKanGAS inh -3, ANO1 block inactive, TRPC4 inh inactive, MrgX1 PAM inactive and TRPC4 agonist inactive.
For FC(F)(F)c1cccc(N2CCN(C(=S)NC3CCCC3)CC2)c1 the results were TRPC4 potent inactive, TMEM16A act inactive, TRPC6 act inactive, MrgX1 agonist inactive, TRPC6 inh inactive, MrgX1 antag inactive, SKKanGAS inh 5, ANO1 block inactive, TRPC4 inh inactive, MrgX1 PAM inactive and TRPC4 agonist inactive.
O=C(COC(=O)Cn1cnc2ccccc21)Nc1ccc2c(c1)C(=O)c1ccccc1C2=O was read as TRPC4 potent inactive, TMEM16A act inactive, TRPC6 act inactive, MrgX1 agonist inactive, TRPC6 inh inactive, MrgX1 antag inactive, SKKanGAS inh 15, ANO1 block inactive, TRPC4 inh inactive, MrgX1 PAM inactive and TRPC4 agonist inactive.
Screening Cc1cc(N2CCOCC2)ccc1/C=C1\SC(=O)N(C(C)C)C1=O returned TRPC4 potent inactive, TMEM16A act inactive, TRPC6 act inactive, MrgX1 agonist inactive, TRPC6 inh inactive, MrgX1 antag inactive, SKKanGAS inh -4, ANO1 block inactive, TRPC4 inh inactive, MrgX1 PAM inactive and TRPC4 agonist inactive.
For COc1ccc(S(=O)(=O)N2CCCN(S(=O)(=O)c3ccc(OC)c(C)c3)CC2)cc1C the results were TRPC4 potent inactive, TMEM16A act inactive, TRPC6 act inactive, MrgX1 agonist inactive, TRPC6 inh inactive, MrgX1 antag inactive, SKKanGAS inh -4, ANO1 block inactive, TRPC4 inh inactive, MrgX1 PAM inactive and TRPC4 agonist inactive.
For CC1(C)Cc2c(sc(NC(=O)C(=O)N3CCCC3)c2C(N)=O)CO1 the results were TRPC4 potent inactive, TMEM16A act inactive, TRPC6 act inactive, MrgX1 agonist inactive, TRPC6 inh inactive, MrgX1 antag inactive, SKKanGAS inh 0, ANO1 block inactive, TRPC4 inh inactive, MrgX1 PAM inactive and TRPC4 agonist inactive.
COC(=O)C1C(=O)CC(C)(O)C(C(=O)OC)C1c1ccc2c(c1)OCO2 (stereo unspecified) was read as TRPC4 potent inactive, TMEM16A act inactive, TRPC6 act inactive, MrgX1 agonist inactive, TRPC6 inh inactive, MrgX1 antag inactive, SKKanGAS inh -8, ANO1 block inactive, TRPC4 inh inactive, MrgX1 PAM inactive and TRPC4 agonist inactive.
Screening Cc1ccc(S(=O)(=O)N2CCC(=O)N(CCOC(=O)Nc3cc(C)cc(C)c3)CC2)cc1 returned TRPC4 potent inactive, TMEM16A act inactive, TRPC6 act 14*, MrgX1 agonist inactive, TRPC6 inh -8.3*, MrgX1 antag inactive, SKKanGAS inh -8, ANO1 block inactive, TRPC4 inh inactive, MrgX1 PAM inactive and TRPC4 agonist inactive.
`COc1ccc(-c2noc(-c3cccnc3)n2)cc1OC` gave TRPC4 potent inactive, TMEM16A act inactive, TRPC6 act inactive, MrgX1 agonist inactive, TRPC6 inh inactive, MrgX1 antag inactive, SKKanGAS inh -3, ANO1 block inactive, TRPC4 inh inactive, MrgX1 PAM inactive and TRPC4 agonist inactive.
Screening CC(C)CNS(=O)(=O)c1ccc(C(=O)Nc2ccc3c(c2)OCCO3)cc1 returned TRPC4 potent inactive, TMEM16A act inactive, TRPC6 act inactive, MrgX1 agonist inactive, TRPC6 inh inactive, MrgX1 antag inactive, SKKanGAS inh 15, ANO1 block inactive, TRPC4 inh inactive, MrgX1 PAM inactive and TRPC4 agonist inactive.
COCCCn1c(C(=O)N2CC(C)OC(C)C2)cc2c(=O)n3cccc(C)c3nc21 (stereo unspecified) was read as TRPC4 potent inactive, TMEM16A act inactive, TRPC6 act inactive, MrgX1 agonist inactive, TRPC6 inh inactive, MrgX1 antag inactive, SKKanGAS inh -20, ANO1 block inactive, TRPC4 inh inactive, MrgX1 PAM inactive and TRPC4 agonist inactive.
COc1ccc(NC(=O)CCNS(=O)(=O)c2cccc3nonc23)c(OC)c1 was read as TRPC4 potent inactive, TMEM16A act inactive, TRPC6 act inactive, MrgX1 agonist inactive, TRPC6 inh inactive, MrgX1 antag inactive, SKKanGAS inh -2, ANO1 block inactive, TRPC4 inh inactive, MrgX1 PAM inactive and TRPC4 agonist inactive.
For c1cncc(-c2nnc3sc(C4CCCCC4)nn23)c1 the results were TRPC4 potent inactive, TMEM16A act inactive, TRPC6 act inactive, MrgX1 agonist inactive, TRPC6 inh inactive, MrgX1 antag inactive, SKKanGAS inh -8, ANO1 block inactive, TRPC4 inh inactive, MrgX1 PAM inactive and TRPC4 agonist inactive.
For CC(=O)C1=C(O)C(=O)N(c2nccs2)C1c1ccc(F)cc1 (stereo unspecified) the results were TRPC4 potent inactive, TMEM16A act inactive, TRPC6 act inactive, MrgX1 agonist inactive, TRPC6 inh inactive, MrgX1 antag inactive, SKKanGAS inh -1, ANO1 block inactive, TRPC4 inh inactive, MrgX1 PAM inactive and TRPC4 agonist inactive.
Screening COc1ccc(CN(Cc2cc3cccc(C)c3n3nnnc23)C(=O)N2CCOCC2)cc1 returned TRPC4 potent inactive, TMEM16A act inactive, TRPC6 act inactive, MrgX1 agonist inactive, TRPC6 inh inactive, MrgX1 antag inactive, SKKanGAS inh -3, ANO1 block inactive, TRPC4 inh inactive, MrgX1 PAM inactive and TRPC4 agonist inactive.
Screening COCCNC(=O)c1cc2c(=O)n3cccc(C)c3nc2n(Cc2ccncc2)c1=N returned TRPC4 potent inactive, TMEM16A act inactive, TRPC6 act inactive, MrgX1 agonist inactive, TRPC6 inh -11*, MrgX1 antag inactive, SKKanGAS inh -1, ANO1 block inactive, TRPC4 inh inactive, MrgX1 PAM inactive and TRPC4 agonist inactive.
Screening Cc1cccc(CSCCNC(=O)Nc2ccccc2)c1 returned TRPC4 potent inactive, TMEM16A act inactive, TRPC6 act inactive, MrgX1 agonist inactive, TRPC6 inh inactive, MrgX1 antag inactive, SKKanGAS inh -5, ANO1 block inactive, TRPC4 inh inactive, MrgX1 PAM inactive and TRPC4 agonist inactive.
Screening COc1ccc(C(=O)N2CCN(C(=O)c3cc(OC)c(OC)c(OC)c3)CC2)cc1 returned TRPC4 potent inactive, TMEM16A act inactive, TRPC6 act inactive, MrgX1 agonist inactive, TRPC6 inh inactive, MrgX1 antag inactive, SKKanGAS inh -3, ANO1 block inactive, TRPC4 inh inactive, MrgX1 PAM inactive and TRPC4 agonist inactive.
O=C(Nc1ccncc1)Nc1ccc(Br)cc1Cl was read as TRPC4 potent inactive, TMEM16A act inactive, TRPC6 act inactive, MrgX1 agonist inactive, TRPC6 inh inactive, MrgX1 antag inactive, SKKanGAS inh 3, ANO1 block inactive, TRPC4 inh inactive, MrgX1 PAM inactive and TRPC4 agonist inactive.
Cc1ccccc1OCC(=O)NCCCNC(=O)c1ccccn1 was read as TRPC4 potent inactive, TMEM16A act inactive, TRPC6 act inactive, MrgX1 agonist inactive, TRPC6 inh inactive, MrgX1 antag inactive, SKKanGAS inh -4, ANO1 block inactive, TRPC4 inh inactive, MrgX1 PAM inactive and TRPC4 agonist inactive.
CN(C)c1nc(-c2ccc([N+](=O)[O-])cc2)cs1 was read as TRPC4 potent inactive, TMEM16A act inactive, TRPC6 act inactive, MrgX1 agonist inactive, TRPC6 inh inactive, MrgX1 antag inactive, SKKanGAS inh 0, ANO1 block inactive, TRPC4 inh inactive, MrgX1 PAM inactive and TRPC4 agonist inactive.
`Cn1cccc1CC(=O)N/N=C/C=C/c1ccco1` gave TRPC4 potent inactive, TMEM16A act inactive, TRPC6 act inactive, MrgX1 agonist inactive, TRPC6 inh inactive, MrgX1 antag inactive, SKKanGAS inh 3, ANO1 block inactive, TRPC4 inh inactive, MrgX1 PAM inactive and TRPC4 agonist inactive.
O=C(Nc1ccn([C@H]2CC[C@@H](CO)O2)c(=O)n1)c1ccccc1 was read as TRPC4 potent inactive, TMEM16A act inactive, TRPC6 act inactive, MrgX1 agonist inactive, TRPC6 inh inactive, MrgX1 antag inactive, SKKanGAS inh 2, ANO1 block inactive, TRPC4 inh inactive, MrgX1 PAM inactive and TRPC4 agonist inactive.
Screening CC1CCN(c2nc(NCc3ccco3)nc(N)c2[N+](=O)[O-])CC1 returned TRPC4 potent inactive, TMEM16A act inactive, TRPC6 act inactive, MrgX1 agonist inactive, TRPC6 inh inactive, MrgX1 antag inactive, SKKanGAS inh 9, ANO1 block inactive, TRPC4 inh inactive, MrgX1 PAM inactive and TRPC4 agonist inactive.

Source: PubChem BioAssay (several laboratories)

An unsorted share of the library. About 6.7% of those tested had a hit in this group.
